High-throughput results as filed in PubChem.
KB-3-1 cytotox = qHTS assay for MDR1-selective chemotherapeutics: Primary screen using the parental adenocarcinoma cell KB-3-1. AID 1347075, 2019. KB-3-1 viability, CellTiter-Glo ATP luminescence, 72 h. Potency, µM (highest dose often 46.1 µM), for inactives: at the top dose activity change, negative = cytotoxic, actives largely listed as cytotoxic. 1.4% of 400,000 active; further: potency means the concentration at half of the fitted maximal effect; on the % scale 0 is the no-effect control and ±100 the full control effect; nearly all actives have a fitted effect of over 60% in size
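72 h, 37 °C compound treatment of KB-3-1 parental cells; CellTiter-Glo added, 10 min, luminescence read. Data corrected against DMSO-only plates and normalized before curve fitting.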
IL-1B inflam inh = qHTS for Inhibitors of Inflammasome Signaling: IL-1-beta AlphaLISA Primary Screen; activity change, % at 57.5 µM; THP-1 LPS/ATP IL-1B secretion, AlphaLISA, 16 h; stronger effect = lower value; 4.7% of 360,000 active; in the data active means activity change below about -50%; inconclusive means mostly about -30% to -49%; further: on the % scale 0 is the no-effect control and ±100 the full control effect
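THP-1 cells pretreated 1 hr with compounds (up to 57.5 uM final), then stimulated with LPS (250 ng/mL final) plus ATP (1.25 mM final); secreted IL-1B measured by AlphaLISA after 16 hr, decreased signal indicating inhibition.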
SW480 rereplic = A quantitative high throughput screen for small molecules that induce DNA re-replication in SW480 colon adenocarcinoma cells; SW480 DNA re-replication, Hoechst DNA content imaging, 48 h; Potency, µM (doses to about 46.1 µM), for inactives: at the top dose re-replication activation, hits mostly activators; 1.8% of 340,000 active; AID 624297, 2012; further: potency means the concentration at half of the fitted maximal effect; % of control where 0% means no effect; nearly all actives have a fitted effect of over 55% in size
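250 cells/well; 23 nL cpd via pin tool; 48 hr, 37 C, 5% CO2; Hoechst 40 min; imager read of total nuclear intensity, ex 405/em 500-530 nm.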
MCF10A rereplic = A quantitative high throughput screen for small molecules that induce DNA re-replication in MCF 10a normal breast cells; MCF 10A DNA re-replication, Hoechst nuclear intensity, 48 h; Potency, µM (series often up to 46.1 µM), for the others: top-dose activity, positive = re-replication, hits mostly activators; 2.9% of 350,000 active; further: potency means the concentration at half of the fitted maximal effect; % of control where 0% means no effect; nearly all actives have a fitted effect of over 50% in size
HT1080NT lethal = qHTS for induction of synthetic lethality in tumor cells producing 2HG: qHTS for the HT-1080-NT fibrosarcoma cell line | HT-1080-NT fibrosarcoma viability, CellTiter-Glo ATP luminescence, 48 h | Potency, µM (titrated, usually from 46.1 µM), for inactives: top-dose activity, negative = less viability, usual class: cytotoxic | 1.6% of 360,000 active;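 further: NT is the 2HG producing partner of a matched IDH1 knockdown line; potency means the concentration at half of the fitted maximal effect; 0% = DMSO-treated cells and -100% = media-only wells without cells; nearly all actives have a fitted effect of over 55% in size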
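Compounds were tested in concentration-response format on HT-1080-NT cells for 48 hours at 37 degrees C. Cell viability came from CellTiter-Glo luminescence; curves were classified by r2, response magnitude and activity.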
HT1080 IDH1KD tx = qHTS for induction of synthetic lethality in tumor cells producing 2HG: qHTS for the HT-1080-IDH1KD cell line; HT-1080 IDH1 knockdown viability, ATP luminescence, 48 h; Potency, µM (series often up to 46.1 µM), inactives show at the top dose activity, negative = toxicity, usual class: cytotoxic; 2% of 360,000 active;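 further: potency means the concentration at half of the fitted maximal effect; 0% = DMSO wells and -100% = cell-free medium wells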
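CellTiter-Glo luminescence after 48 h compound exposure at 37 degrees C of IDH1-knockdown HT-1080 cells in 5% FBS RPMI. %Activity scaled between DMSO wells and cell-free media wells, with curves fitted and assigned curve classes.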
ATXN2 expr inh = Primary qHTS for Inhibitors of ATXN expression | Potency, µM (doses to about 57 µM), for the others: at the top dose activity change, negative = inhibition, usual class: inhibitors | HEK-293 ATXN2-luciferase reporter, luminescence, 24 h | AID 1745845, 2022 | 0.72% of 360,000 active; further: potency means the concentration at half of the fitted maximal effect; on the % scale 0 is the no-effect control and ±100 the full control effect; nearly all actives have a fitted effect of over 55% in size
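ATXN2-luciferase reporter cells (luciferase flanked by upstream and downstream ATXN2 gene portions) were treated 24 h at 37 °C with compounds at up to 57 uM. SteadyGlo luminescence gave expression; GF-AFC fluorescence gave viability.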
WRN helicase inh = qHTS for Inhibitors of WRN Helicase | Bifunctional 3'-5' exonuclease/ATP-dependent helicase WRN (Homo sapiens), Q14191 | WRN helicase unwinding, fluorescent forked duplex, kinetic | Potency, µM (top dose mostly 114 µM), inactives show at the highest dose activity change, negative = inhibition, most hits filed as inhibitors | 0.46% of 360,000 active; further: potency means the concentration at half of the fitted maximal effect; on the % scale 0 is the no-effect control and ±100 the full control effect; nearly all actives have a fitted effect of over 55% in size
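Kinetic fluorescence helicase assay: unwinding of a quenched forked DNA duplex (100 nM final) with 2 mM ATP final raises red fluorescence (525/598 nm). Compounds sat 15 min at room temperature with 20 nM WRN beforehand.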
KB-V1 cytotox = qHTS assay for MDR1-selective chemotherapeutics: Primary screen using the drug-selected MDR subline cells KB-V1 | Potency, µM (top dose mostly 46.1 µM), for the others: top-dose activity change, negative = cytotoxicity, most hits filed as cytotoxic | AID 1347076, 2019 | 3.4% of 400,000 active | KB-V1 MDR cells viability, CellTiter-Glo, 72 h; further: potency means the concentration at half of the fitted maximal effect; on the % scale 0 is the no-effect control and ±100 the full control effect; nearly all actives have a fitted effect of over 60% in size
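KB-V1, DMEM (no phenol red) + 10% FBS; cpd pin-transferred, titration series; 72 h, 37 degrees C; CellTiter-Glo, luminescence. Data normalized, curve-fit.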
* marks the source's active call; other numbers are inactive results; ? = inconclusive; . = no result given; [ ] = dose if it differs, or a comment. Unless noted, the call rests on the fitted dose curve; in most records, active means well fitted curve in the direction sought with a large enough effect; inconclusive means small, poorly fitted or top-dose-only effect, or another doubt; inactive means no such curve, though single readings can be large; an effect the other way counts as inactive or inconclusive. Compounds as they come, and some 12% of all compounds hit somewhere here.

SMILES	KB-3-1 cytotox	IL-1B inflam inh	SW480 rereplic	MCF10A rereplic	HT1080NT lethal	HT1080 IDH1KD tx	ATXN2 expr inh	WRN helicase inh	KB-V1 cytotox
COc1ccc(NC(=O)c2cc3ccccc3o2)cc1OC	18%	-16	-18%	-2%	?	21%	36%	-31%	5%
CC1CC(C)CN(C(C(=O)NC2CCCCC2)c2ccnc3ccccc23)C1 (centres undefined)	0%	-4	.	.	-3%	-18%	-24%	2%	16%
O=[N+]([O-])c1cccc(S(=O)(=O)NCCCN2CCOCC2)c1	13%	17	1%	6%	9%	0%	5%	-11%	30%
COc1ccccc1NC(=O)C1CCCN(S(=O)(=O)c2cccc3nsnc23)C1 (centres undefined)	0%	-6	0%	9%	-3%	-1%	-13%	-12%	-19%
CCOc1ccc(CN2CCN(Cc3nc(C(C)C)cs3)CC2CCO)cc1 (centres undefined)	-5%	-13	17%	?	-3%	-17%	-36%	8%	?
C=CCN1CN(CCc2ccccc2)CNC1=S	-12%	.	1%	0%	13%	19%	-8%	10%	-9%
COCCN(Cc1ccccc1)C(=O)C1CCN(C(=O)Nc2ccccc2)CC1	-20%	-6	-9%	2%	5%	-2%	5%	0%	?
O=C(O)c1cc(NS(=O)(=O)c2ccc(NC3CCCCC3)c([N+](=O)[O-])c2)cc(C(=O)O)c1	-2%	9	-7%	0%	25%	1%	-2%[11.3 µM]	-7%[11.6 µM]	-10%
CCOC(=O)CCc1c(C)n[nH]c1C	18%	13	-8%	-2%	6%	4%	-7%	-2%	-4%
CC(=O)Nc1ccc2nc(C3CC3)n(Cc3ccc(Cl)cc3)c(=O)c2c1	0%	0	-73%[inhibitor]	?	-1%	-3%	26%	-7%	0%
Cc1c(C(=O)NCc2ccccc2C(F)(F)F)sc(=O)n1Cc1ccc2c(c1)OCO2	0%	?	.	.	-18%	2%	6%	-8%[57.1 µM]	?
COc1ccc(S(=O)(=O)N2CCOCC2)cc1NC(=O)COc1ccc(C(C)=O)cc1OC	-1%	-7	-1%	-1%	10%	9%	-1%	-7%	4%
CCOC(=O)c1ccc(S(=O)(=O)Nc2cc(C(C)(C)C)no2)cc1	6%	27	-1%	-185%[0.0737 µM]	-1%	15%	-8%	2%	-4%
Cc1ccc(Cn2c(SCC(N)=O)nc3c2c(=O)n(C)c(=O)n3C)cc1	8%	-2	-7%	-3%	4%	-19%	2%	-8%	-9%
CCOC1=C2[C@H](c3cccs3)N(S(=O)(=O)c3ccc(C)cc3)C[C@H]2n2c(=O)n(-c3ccccc3)c(=O)n2C1	0%	4	.	.	3%	14%	2%	-4%	0%
COc1ccc(N2CCN(S(=O)(=O)CCNC(=O)/C=C/c3ccccc3)CC2)cc1	-1%	8	-2%	5%	3%	0%	2%	12%	?
CCC1SC(C)C/C(=N/NC(N)=O)C1C (centres undefined)	2%	5	-6%	3%	2%	2%	5%	-4%	21%
O=C(Cc1ccccc1)Nc1scc(-c2ccccc2)c1C(=O)N1CCOCC1	17%	16	-2%[9.22 µM]	16%	-5%	0%	1%	-6%	?
CC(=O)N1c2ccccc2C(C)(C)C2CCC(C)CC21 (centres undefined)	2%	33	7%	4%	-3%	9%	-4%	-13%	-19%
COc1ccc(C2N(c3ccc(F)cc3)C(=O)C3CCCN32)cc1 (centres undefined)	1%	-1	-1%	1%	8%	2%	-2%	-6%	10%

Part of the list above in order of SMILES length, descending:
SMILES	KB-3-1 cytotox	IL-1B inflam inh	SW480 rereplic	MCF10A rereplic	HT1080NT lethal	HT1080 IDH1KD tx	ATXN2 expr inh	WRN helicase inh	KB-V1 cytotox
O=C(O)c1cc(NS(=O)(=O)c2ccc(NC3CCCCC3)c([N+](=O)[O-])c2)cc(C(=O)O)c1	-2%	9	-7%	0%	25%	1%	-2%[11.3 µM]	-7%[11.6 µM]	-10%
Cc1ccc(Cn2c(SCC(N)=O)nc3c2c(=O)n(C)c(=O)n3C)cc1	8%	-2	-7%	-3%	4%	-19%	2%	-8%	-9%
CCOC(=O)c1ccc(S(=O)(=O)Nc2cc(C(C)(C)C)no2)cc1	6%	27	-1%	-185%[0.0737 µM]	-1%	15%	-8%	2%	-4%
O=[N+]([O-])c1cccc(S(=O)(=O)NCCCN2CCOCC2)c1	13%	17	1%	6%	9%	0%	5%	-11%	30%
CCOc1ccc(CN2CCN(Cc3nc(C(C)C)cs3)CC2CCO)cc1 (centres undefined)	-5%	-13	17%	?	-3%	-17%	-36%	8%	?
COc1ccc(C2N(c3ccc(F)cc3)C(=O)C3CCCN32)cc1 (centres undefined)	1%	-1	-1%	1%	8%	2%	-2%	-6%	10%
CCC1SC(C)C/C(=N/NC(N)=O)C1C (centres undefined)	2%	5	-6%	3%	2%	2%	5%	-4%	21%
CCOC(=O)CCc1c(C)n[nH]c1C	18%	13	-8%	-2%	6%	4%	-7%	-2%	-4%

Continued.
SMILES	KB-3-1 cytotox	IL-1B inflam inh	SW480 rereplic	MCF10A rereplic	HT1080NT lethal	HT1080 IDH1KD tx	ATXN2 expr inh	WRN helicase inh	KB-V1 cytotox
CC12CCC(=O)N1C(C(=O)OCc1c(Cl)cccc1Cl)CS2 (centres undefined)	1%	-13	1%	0%	-7%	1%	-2%	-3%	-2%
O=C(CN1CCN(c2ccccc2F)CC1)NCc1ccc(Cl)cc1	-1%	10	?	-12%	-9%	-18%	-14%	14%	-4%
O=C(NCC(=O)N(c1ccc(F)cc1)C(C(=O)NC1CCCCC1)c1ccncc1)c1ccco1 (centres undefined)	3%	0	2%	-10%	20%	22%	3%	1%	21%
CCOc1cc(/C=N/n2cnnc2)ccc1O	-3%	1	-9%	0%	-2%	3%	-8%	-15%	20%
CCC(c1nnnn1C1CCCC1)N(Cc1cccs1)Cc1cc2cccc(C)c2[nH]c1=O (centres undefined)	?	?	?	?	?	?	-10%	-2%	23µM*
COc1ccc([C@@H]2CC(=O)c3c(O)cc(O[C@@H]4O[C@H](CO[C@@H]5O[C@@H](C)[C@H](O)[C@@H](O)[C@H]5O)[C@@H](O)[C@H](O)[C@H]4O)cc3O2)cc1O	0%	-3	2%	-11%	?	18%	7%	-19%	-4%
CCCCN(C(=O)c1cccc(N2C(=O)c3ccccc3C2=O)c1)c1c(N)n(CC(C)C)c(=O)[nH]c1=O	2%	0	2%	0%	-6%	2%	.	5%	?
Cc1ccc(-c2nnc(OCCN3CCOCC3)c3ccccc23)cc1	-4%	-21	-2%	8%	-6%	0%	-10%	2%	?
COCCNC(=O)C(c1ccc(F)cc1)N(Cc1ccco1)C(=O)CCC(=O)Nc1nccs1 (centres undefined)	8%	19	-4%	-8%	9%	14%	4%	-22%[57.1 µM]	-7%
COc1cccc(C(=O)N(Cc2ccco2)c2c(N)n(Cc3ccccc3)c(=O)[nH]c2=O)c1	3%	14	-13%	8%	5%	6%	.	-5%	3%
COc1ccc(S(=O)(=O)N(C)C[C@H]2Oc3ccc(NS(=O)(=O)c4ccccc4)cc3CC(=O)N([C@H](C)CO)C[C@@H]2C)cc1	?	-2	?	4%	1%	4%	-2%	6%	?
CCCc1cc(=O)[nH]c(SCC(=O)Nc2cc3c(cc2C(C)=O)OCO3)n1	2%	31	-2%[9.22 µM]	14%	6%	5%	8%	3%	-17%
COc1ccccc1C(=O)NCCC(=O)NNC(=O)C1COc2ccccc2O1 (centres undefined)	10%	-3	-6%	-2%	4%	9%	0%	18%	-5%
O=C(N[C@@H]1C/C=C\C[C@@H](CC(=O)N(CCO)Cc2ccccc2)C(=O)N[C@H](Cc2ccccc2)COC1=O)OCC1c2ccccc2-c2ccccc21	-6%	24	2%	-2%	-9%	-12%	-1%	-10%	0%
O=C(NC1CC1)C1CCN(Cc2cnn(-c3ccccc3)c2-n2cccc2)CC1	-2%	-1	-11%	-1%	-8%	-3%	.	5%	-3%
COc1cccc(C(=O)NCC(=O)OCC(=O)NC2CCCCC2)c1	.	3	11%	27%	0%	0%	-14%	-15%	.
CC1(C)Cc2c(sc(NC(=O)C(=O)N3CCCC3)c2C(=O)O)CO1	6%	13	-8%	-3%	15%	16%	.	-4%	0%
C/C(=N/NC(=O)CNC(=O)C1COc2ccccc2O1)c1ccc([N+](=O)[O-])cc1 (centres undefined)	-1%	0	-5%	-32%	-14%	-1%	-5%	3%	10%
O=C(COC(=O)CCCNC(=O)c1ccc(Cl)cc1)NCc1ccccc1Cl	-6%	23	4%	-10%	-2%	-4%	2%	-4%	10%
